# High-throughput results: PubChem BioAssay, The Scripps Research Institute Molecular Screening Center
# SRC2 inh = inhibits human steroid receptor coactivator 2; HEK293 GAL4-SRC2 luciferase reporter, luminescence; inhibition, % at 9 µM; 0.17% of 370,000 active; AID 651957;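 active = inhibition above the mean inhibition of all tested compounds plus 3 SD, set per campaign, cut at about 52% in these data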;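 also: 0% = DMSO treated cells and 100% = cells given Gossypol at 36 µM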
# NR2F2 inh = blocks human COUP-TFII nuclear receptor. HEK293T NGFI-A luciferase reporter, luminescence. P24468. 0.7% of 370,000 active. inhibition, % at 8.6 µM;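 active = inhibition above a per-plate cutoff, mean inhibition of test wells between control levels plus 3 SD, cut at about 38% in these data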;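 also: cells cotransfected with COUP-TFII expression vector driving the NGFI-A reporter; 0% = median of COUP-TF2 test wells and 100% = reporter-only cells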
# Target sequence (P24468 whole entry, looked up): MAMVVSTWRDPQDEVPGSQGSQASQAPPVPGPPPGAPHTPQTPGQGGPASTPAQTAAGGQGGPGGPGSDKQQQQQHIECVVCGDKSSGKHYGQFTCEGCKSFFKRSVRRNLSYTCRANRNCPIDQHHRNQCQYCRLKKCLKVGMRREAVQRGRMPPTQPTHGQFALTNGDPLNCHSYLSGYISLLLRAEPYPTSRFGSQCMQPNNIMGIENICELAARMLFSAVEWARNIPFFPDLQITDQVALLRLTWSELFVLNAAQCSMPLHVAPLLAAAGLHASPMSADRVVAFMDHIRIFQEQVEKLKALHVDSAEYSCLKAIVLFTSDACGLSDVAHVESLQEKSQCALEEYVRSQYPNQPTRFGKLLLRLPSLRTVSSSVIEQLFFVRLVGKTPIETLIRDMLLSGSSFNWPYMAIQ
# An asterisk follows results filed as active; & = joins results of further samples.
# Results follow in this order: SRC2 inh, NR2F2 inh
COC(=O)C1=C(C)N(C)C(=NCc2cc(OC)c(OC)c(OC)c2)NC1c1ccc(Cl)cc1 (stereo unspecified)
→ 18, -10
O=C(NCc1ccc(F)c(F)c1)C1CCC(CNS(=O)(=O)c2cccc3cccnc23)CC1 (stereo unspecified)
→ 4, 6
COCCCNC(=O)CSc1nnc(-c2cccnc2)n1C1CCCCC1
→ -24, 2
O=C(C1CC1)C1(C(=O)N2CCOCC2)CC(c2ccccn2)=NO1 (stereo unspecified)
→ -12, 2
COC(=O)C[C@@H]1CC[C@H]2[C@@H](COc3ccc(NC(=O)Nc4ccccc4Cl)cc3C(=O)N2C)O1
→ -2, 1
O=C(CCc1c[nH]c2ccccc12)Nc1ccc(Nc2cccnc2)cc1
→ -10, 4
COc1ccc(CN2c3ccccc3C(=O)CS2(=O)=O)cc1OC
→ -9, -6
O=C1C2C(CC3c4ccccc4CCN32)CN1c1ccccc1 (stereo unspecified)
→ -24, -16
CCCC(=O)OC[C@H]1CN(C2CCCC2)S(=O)(=O)c2c(Oc3ccc(C(C)(C)C)cc3)cccc2O1
→ -10, 3
CCNC(=O)N(C)[C@H]1C[C@H]2c3[nH]c4c(-c5cccc(C)c5)cccc4c3CCN2C(=O)[C@H]1[C@H](C)O
→ -11, 16
CCn1c2ccccc2c2cc(NC(=O)COC(=O)c3ccc(F)cc3F)ccc21
→ 2, 5
COc1ccc(-c2cc(-c3nnc(SCC(=O)Nc4ccc(OCc5ccccc5)cc4)n3N)[nH]n2)cc1
→ 4, -31
OC(c1ccccc1)(c1ccccc1)C1CCN(CCCOc2cccc(C(F)(F)F)c2)CC1
→ -6, -4
Cc1ccccc1CN1CCCCC(NC(=O)c2ccc(COc3ccccc3)cc2)C1=O (stereo unspecified)
→ 25, 68*
CCOC(=O)[C@@]12CN(C(=O)OC(C)(C)C)CC=C1N(Cc1ccc(OC)cc1)C(=O)[C@H]2CC(=O)NCCc1ccccc1OC
→ -12, 1
O=C(N[C@@H](Cc1cccnc1)C(=O)N1CCC[C@H]1C(=O)NCCc1ccccc1Cl)C1CC1
→ 11, 7
CC(C)CNC(=O)OCc1cn(Cc2cccc(F)c2)nn1
→ -18, -18
CCOC(=O)C1(Cc2ccccc2)CCN(Cc2ccccc2[N+](=O)[O-])CC1
→ -19, -1
CCOC(=O)CC[C@H]1CC[C@]2(CCCN(C(=O)c3ccccc3)C2)O1
→ 16, 8
COC(=O)[C@]12CCCCC=C1N(Cc1ccc(OC)cc1)C(=O)[C@@H]2CC(=O)NCC1CCCCC1
→ 5, 13
CC(=O)Nc1c(-c2ccc(C(F)(F)F)cc2)nc2ncccn12
→ 2, -13
CC(C)(C)C(c1nc2ccccc2[nH]1)n1c(Cc2csc3ccccc23)nc2ccccc21 (stereo unspecified)
→ -15, -19
O=C(Nc1c(-c2ccccc2)nc2ncccn12)c1ccccc1
→ -10, 9
CC(C)CNc1ccc2c(c1)OC[C@H](CC(C)C)NS2(=O)=O
→ 12&-2, 14&-7
CCOC(=O)C(Cc1ccccc1)CP(=O)(OC)[C@@H](C)NC(=O)OCc1ccccc1 (stereo partly specified)
→ -23, -4
COc1ccc(C(=O)C2(C(=O)Nc3cc(C)cc(C)c3)CC(c3ccccc3C(F)(F)F)=NO2)cc1 (stereo unspecified)
→ 11, -14
O=C(CSc1nc2scc(-c3ccccc3)c2c(=O)[nH]1)NC1CCCCC1
→ -27, 6
COC(=O)c1cccc(Cn2ccc3ccc(-c4ccc5ccn(C(=O)C6CCCCC6)c5c4)cc32)c1
→ 7, -13
C[C@H](C(=O)N(C)c1ccccc1)[C@@H](O)c1ccc2ccccc2c1
→ 0, 10
C=CCOc1ccccc1/C=c1\sc2nc(-c3oc4ccccc4c3C)nn2c1=O
→ -5, -8
COC(=O)[C@]12C[C@H](CC(=O)NCc3cccc(C(F)(F)F)c3)C(=O)N(CCC3=CCCCC3)C1=C[C@H](C1CCCC1)O[C@@H]2C
→ 12, 4
O=C(O)COc1ccccc1C=NNC(=O)Cc1cc(=O)[nH][nH]1
→ 0, -12
O=C(Nc1ccccc1)Nc1nc2ncccn2c1-c1ccc(F)c(F)c1
→ -36, -3
COc1ccc([C@H]2OC(=O)C[C@H]2C(=O)N2CCCC2)cc1OC
→ -5, 3
CCN(CC)C(=O)CC[C@@H]1CC[C@]2(CCCN(C(=O)c3ccco3)C2)O1
→ -10, -4
CCOc1ccc(N(CC(=O)Nc2c(C)n(C)n(-c3ccccc3)c2=O)S(=O)(=O)c2cc(OC)ccc2OC)cc1
→ 3, -4
COC(=O)[C@]12C[C@H](CC(=O)NCCC(C)C)C(=O)N(CCc3ccc(OC)c(OC)c3)C1=C[C@H](C(C)(C)C)O[C@@H]2C
→ 5, -19
COCCCNC(=O)C[C@H]1C[C@@]2(C(=O)OC)C(=C[C@H](C(C)(C)C)O[C@@H]2C)N(CCC2=CCCCC2)C1=O
→ 4, 0
CCOC(=O)N1CCN(C(=O)C[C@H]2C[C@@]3(C(=O)OC)C(=C[C@H](C(C)C)O[C@@H]3C3CC3)N(CCc3ccc(OC)c(OC)c3)C2=O)CC1
→ -46, -56
CCC(C)N(C(=O)CNc1nnnn1-c1ccccc1)C(C)CC (stereo unspecified)
→ -4, 17
COc1ccc(C2C=C(c3ccccc3)Nc3nc(CCCO)nn32)cc1 (stereo unspecified)
→ 7, 7
CCn1ccc(C(=O)Nc2ccc(S(=O)(=O)Nc3ccccc3OC)cc2)n1
→ 14, 5
CCNC(=O)N1CCN(c2ccc(N3CCN(C(=O)NCC)[C@H](C)C3)c(C)c2)[C@H](C)C1
→ 15, -1
Cc1cccc(-c2cccc3c4c([nH]c23)[C@@H]2C[C@H](N(C)C(=O)Nc3ccccc3)[C@H]([C@H](C)O)C(=O)N2CC4)c1
→ -1, -2
O=C(CN1CCc2onc(-c3cccc(-n4cc(CO)nn4)c3)c2C1=O)N1CCOCC1
→ 1, 1
Nc1[nH]c(C(=O)c2ccc(Br)cc2)c(-c2ccccc2)c1C(=O)NCCc1c[nH]c2ccccc12
→ -5, -4
COCCN(CCOC)C(=O)[C@@H](Cc1ccccc1)NC(=O)[C@H]1O[C@@H](n2ccc(N)nc2=O)[C@H](O)[C@@H]1O
→ 6, -2
Fc1cccc(Cl)c1CN1CCN(c2ncc(Cc3ccccc3)cn2)CC1
→ 1, -1
CCOC(=O)[C@@]12CCC3=C1N(CCC3)C(=O)[C@H](CC(=O)NCCC(C)C)C2
→ 9, 12
CC(C)NC(=O)Cn1c(-c2cncs2)nc2ccccc21
→ 6, 10
COc1ccc(S(=O)(=O)NC2CC(C)(C)NC(C)(C)C2)c(C)c1C
→ 16, 15
COc1cc(CN2CCN(c3ncc(Cc4ccccc4)cn3)CC2)cc(OC)c1
→ 11, 10
Cc1ccc(-c2nc3ncccn3c2NC(=O)c2cccc(C)c2)cc1
→ 12, 1
CCCCN1C(=O)N2CCc3ccccc3C2CS1(=O)=O (stereo unspecified)
→ -25, -29
O=[N+]([O-])c1ccc(Sc2nnnn2-c2ccccc2)nc1
→ 49, -8
CC(C)CNC(=O)OCc1cn(Cc2ccccc2F)nn1
→ -4, 0
COc1ccc(C(=O)OCCN2CCN(C3CN(Cc4cn(Cc5ccccc5F)nn4)S(=O)(=O)C3)CC2)cc1OC (stereo unspecified)
→ 2, 18
COC(=O)[C@H](C)NC(=O)C(Cc1ccc2c(c1)OCO2)NC(C)=O (stereo partly specified)
→ 5, -14
COc1ccc(C2CC(=O)C(c3ccc(Br)cc3)=CN2Cc2ccccc2)cc1 (stereo unspecified)
→ 10, 1
COC(=O)Cc1nnn2c1[C@H](C)[C@H](c1ccccc1Br)OC[C@@H]2c1ccccc1
→ -9, 4

# Compound profiles (already shown). Order of screens: SRC2 inh | NR2F2 inh
# CCOC(=O)[C@@]12CCC3=C1N(CCC3)C(=O)[C@H](CC(=O)NCCC(C)C)C2 as listed: 9 | 12
# COc1ccc(C2CC(=O)C(c3ccc(Br)cc3)=CN2Cc2ccccc2)cc1 (stereo unspecified) as listed: 10 | 1
# COc1ccc(S(=O)(=O)NC2CC(C)(C)NC(C)(C)C2)c(C)c1C as listed: 16 | 15
# CC(C)NC(=O)Cn1c(-c2cncs2)nc2ccccc21 as listed: 6 | 10

# Next compounds:
# Results follow in this order: SRC2 inh, NR2F2 inh
C[C@H](c1ccccc1)N1C[C@@H](COCc2ccccc2)Oc2cccc(N3CCCC3)c2S1(=O)=O
→ -18, 4
COc1ccc(CN(C)CC#Cc2ccccc2)c(OC)c1
→ -10, -9
O=C(c1ccccc1)n1ccc2ccc(-c3ccc4ccn(C(=O)c5ccccc5)c4c3)cc21
→ 10, 8
Cc1ccc(-n2c(SCC(=O)Nc3ccc4c(c3)OCCO4)nnc2-c2ccccn2)cc1
→ -6, 8
O=C(Nc1ccc(F)cc1)Nc1c(-c2ccccc2)nc2ncccn12
→ 5, 12
Cc1ccc(-c2cc(C(=O)NN=Cc3ccc(-c4ccccc4)cc3)[nH]n2)cc1C
→ -15, -20
COC(=O)[C@H](C(C)C)N(CCCc1cn(CC2CCCCC2)nn1)S(=O)(=O)c1ccccc1Br
→ 21, 24
CCOC(=O)N1CCN(C(=O)C[C@@H]2C(=O)N3CCCC4=C3[C@@]2(C(=O)OCC)CCC4)CC1
→ -15, 7
COC(=O)c1ccc2nc(-c3ccc(C)cc3)c(Cc3ccccc3)n2c1
→ -30, -13
CCCC(=O)OC12CCCN(C1)/C(=C/c1cccc(Cl)c1)C2 (stereo unspecified)
→ 11, -20
C=CCCC[C@H]1OC(=O)[C@H](C)NC(=O)[C@H](C(C)C)NC(=O)[C@@H]2CCCN2C(=O)[C@H](Cc2ccccc2)OC(=O)[C@@H](C(C)C)N(C)C(=O)[C@H](C(C)C)NC(=O)C1(C)C
→ -33, -3
CCCCNC(=O)C[C@H]1C[C@@]2(C(=O)OC)C(=C[C@H](C(C)(C)C)O[C@@H]2C)N(Cc2ccc3c(c2)OCO3)C1=O
→ 6, 7
COCCN(CCOC)C(=O)[C@H](CCc1ccccc1)NC(=O)[C@H]1O[C@@H](n2cnc3c(N)ncnc32)[C@H](O)[C@@H]1O
→ -22, -4
COC(=O)[C@]12C[C@H](CC(=O)NCc3ccc(C)o3)C(=O)N(Cc3cccc4ccccc34)C1=C[C@H](C1CCCC1)O[C@@H]2C
→ -2, 22
Cc1cccc(-c2cccc3c4c([nH]c23)[C@@H]2C[C@H](N(C)C(=O)c3ccccc3C)[C@H]([C@H](C)O)CN2CC4)c1
→ 8, 13
c1ccc(-c2nc3ccccc3nc2-c2ccc(CN3CCC(c4nc5ccccc5[nH]4)CC3)cc2)cc1
→ -16, 16
COC(=O)[C@]12C[C@H](CC(=O)NCc3ccc(C)o3)C(=O)N(Cc3ccc(Cl)cc3Cl)C1=C[C@H](C(C)C)O[C@@H]2C1CC1
→ 15, -11
Cc1cccc(NC(=O)C2CCN(c3ncccn3)CC2)c1C
→ -14, -3
CN(CCc1ccccn1)C(=O)[C@@H](Cc1ccccc1)NC(=O)[C@H]1O[C@@H](n2ccc(=O)[nH]c2=O)[C@H](O)[C@@H]1O
→ -9, -26
NC(=O)CC[C@@H]1NC(=O)[C@@H]2CCCN2C(=O)c2cc([N+](=O)[O-])cc(I)c2NCCC[C@@H](C(N)=O)NC1=O
→ -15, 8
COCCCNC(=O)C[C@H]1C[C@@]2(C(=O)OC)C(=C[C@H](C(C)C)O[C@@H]2C2CC2)N(Cc2ccccc2)C1=O
→ 11, 6
CN(CCCOC(=O)c1cc2ccccc2o1)C1CN(Cc2cn(Cc3ccccc3Cl)nn2)S(=O)(=O)C1 (stereo unspecified)
→ -10, -3
COC(=O)C1=C(C)N(Cc2ccc(F)cc2)C(=S)NC1c1ccccc1 (stereo unspecified)
→ -9, 1
CC(C)C[C@H](NC(=O)c1ccccn1)C(=O)N1CCC[C@H]1C(=O)NCc1ccccc1
→ -4, 3
CC(=O)N1CCCN(C2=Nc3ccccc3Sc3ccccc32)CC1
→ 4, -5
CCOc1ccc(C(=O)NC2=NCCS2)cc1
→ -68, -67
CC1(C(=O)N2CCC(Oc3cccnc3)CC2)CC1
→ -5, 18
COc1ccc(N2C(=O)c3n[nH]c(C)c3C2c2cccc(C(F)(F)F)c2)cc1 (stereo unspecified)
→ -17, 28
COc1ccc(CN2C[C@]3(C=C4CCCCC4n4c(=O)n(-c5ccccc5)c(=O)n43)N=C2NC(=O)c2ccccc2)c(OC)c1 (stereo partly specified)
→ -7, -26
CCOC(=O)[C@]12CCCC=C1N(Cc1ccc(OC)cc1)C(=O)[C@@H]2CC(=O)NCCC(C)C
→ 12, 8
NC(=O)c1ncn([C@@H]2O[C@H](C(=O)O)[C@@H](O)[C@H]2O)n1
→ -21, 5
COc1ccc(Cn2c(NC(=O)c3ccccc3)nc(Cc3ccccc3)c2Cc2ccccc2)c(OC)c1
→ 9, 4
COc1ccccc1Cc1c(-c2cccc(Cl)c2)nc2c3ccccc3ccn12
→ -59, -4
COC(=O)C1=C(C)N(CC(C)C)C(=S)NC1c1cccc(Br)c1 (stereo unspecified)
→ -6, 11
COc1ccccc1CN(C)C(=O)C1CCCN(c2nc3ccccc3o2)C1 (stereo unspecified)
→ 15, 11
Cc1nc2ccc(NC(=O)c3c(Cl)cccc3Cl)cc2c(=O)[nH]1
→ -12, -2
CC(C)(C)c1ccc(S(=O)(=O)NCC(=O)N2CCN(c3ncccn3)CC2)cc1
→ 17, -24
C=CCN1C(=O)[C@H](CC(=O)N2CCN(C(=O)c3ccco3)CC2)[C@@]2(C(=O)OCC)CCCC=C12
→ 28, 3

# Two entries from above in a different format.
smiles | SRC2 inh | NR2F2 inh
Cc1nc2ccc(NC(=O)c3c(Cl)cccc3Cl)cc2c(=O)[nH]1 | -12 | -2
COc1ccccc1Cc1c(-c2cccc(Cl)c2)nc2c3ccccc3ccn12 | -59 | -4

# Not all compounds are listed. The share of hits here may be higher or lower than overall.
